Screens deposited in PubChem by Broad Institute.
DENV2 CPE rescue: DENV2-induced cell death inhibition | DENV2-infected cells, cytopathic effect rescue, plate reader | CPE inhibition, % at 9.99 µM | hit rate 1.7% among 350,000; in the data active means CPE inhibition above about 20%, passing the limit was not always enough; inconclusive means no clear call, values can overlap the other calls; tested in BHK-21 cells;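 further: 0% = median of neutral control wells and 100% = median of positive control wells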
Casp6 inh: caspase-6 (human) enzyme inhibition | P55212 | purified caspase-6, Z-VEID-R110 cleavage fluorescence | inhibition, % at 12.5 µM | hit rate 0.53% among 350,000;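 active means mean inhibition across replicates at least about 35%, with every replicate also reaching that limit, limit read from the data; inconclusive means only one of the two criteria met; inactive means neither criterion met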;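 further: 0% = median of neutral control wells and 100% = no fluorescence left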
Target sequence (P55212 24-179 limits assumed): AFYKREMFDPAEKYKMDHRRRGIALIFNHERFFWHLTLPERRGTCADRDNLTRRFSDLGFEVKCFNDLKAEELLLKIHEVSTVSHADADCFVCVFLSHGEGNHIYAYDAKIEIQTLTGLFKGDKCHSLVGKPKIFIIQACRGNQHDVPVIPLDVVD
Target sequence (P55212 194-293 limits assumed): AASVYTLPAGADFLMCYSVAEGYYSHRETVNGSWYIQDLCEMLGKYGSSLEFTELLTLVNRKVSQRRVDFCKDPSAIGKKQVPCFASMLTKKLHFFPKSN
E-selectin induc: induces E-selectin expression in human endothelial cells; activation, % at 7.58 µM; P16581; hit rate 0.37% among 260,000; AID 686992; HUVEC E-selectin immunofluorescence imaging; normalized: neutral wells 0, TNF-alpha wells 100;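 active means mean E-selectin-positive cell signal at least 10% of the positive control, reached in at least 60% of replicates, without over 20% cell loss; inconclusive means no rule given, readout overlaps actives, possibly toxicity-flagged; inactive means the rest, including those meeting only one limit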;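 further: in these data hits start at about 27%; measured in HUVEC primary endothelial cells; signal is the percent of cells scored E-selectin positive by PE staining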
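System: HUVEC, human umbilical vein endothelial cells; quantity: 3,000 cells/well; buffer or medium: EGM-2 medium, gelatin-coated wells; dosing: single-point compound dose; detection: immunofluorescence imaging; evaluation: % PE-positive cells; benchmarks: TNF-alpha, DMSO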
XiGFP reactiv: reactivates the inactive X chromosome in mouse fibroblasts | hit rate 0.055% among 360,000 | XiGFP mouse fibroblasts, % GFP-positive cells imaging, 3 d; cells co-treated with 5-aza-dC sensitizer; scaled so ellipticine positive control = 100% | activation, % at 7.58 µM;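 active means mean normalized replicate activation at least 10% and every replicate at or above 10%; inconclusive means only one of the two criteria met; inactive means mean below 10% and not all replicates reach 10%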;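 further: 0% = median of on-plate neutral control wells and 100% = ellipticine 6 µM median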
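Material: SV40-immortalized XiGFP fibroblast cells, line 68-5-11 | Buffer or medium: DMEM containing 5-aza-dC | Dosing: One concentration, pinned | Times: 3 d treatment, 15 min room-temperature fixation | Controls: Ellipticine 6 µM positive control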
RAD54 inh: RAD54 (human) branch migration inhibition. RAD54 Holliday junction branch migration, FAM/BHQ fluorescence. inhibition, % at 10.4 µM. Q92698. hit rate 0.14% among 360,000;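 active means mean normalized replicate activity at least 40 and at least half of replicates scoring 40 or more; inconclusive means only one of the two criteria met; inactive means mean below 40 and under half of replicates reaching 40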;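 further: 0% = median of neutral control wells and 100% = median of positive control wells; inhibitors cause a drop in the FAM fluorescence signal; in these data hits start at about 50%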
Target sequence (Q92698 whole entry, looked up): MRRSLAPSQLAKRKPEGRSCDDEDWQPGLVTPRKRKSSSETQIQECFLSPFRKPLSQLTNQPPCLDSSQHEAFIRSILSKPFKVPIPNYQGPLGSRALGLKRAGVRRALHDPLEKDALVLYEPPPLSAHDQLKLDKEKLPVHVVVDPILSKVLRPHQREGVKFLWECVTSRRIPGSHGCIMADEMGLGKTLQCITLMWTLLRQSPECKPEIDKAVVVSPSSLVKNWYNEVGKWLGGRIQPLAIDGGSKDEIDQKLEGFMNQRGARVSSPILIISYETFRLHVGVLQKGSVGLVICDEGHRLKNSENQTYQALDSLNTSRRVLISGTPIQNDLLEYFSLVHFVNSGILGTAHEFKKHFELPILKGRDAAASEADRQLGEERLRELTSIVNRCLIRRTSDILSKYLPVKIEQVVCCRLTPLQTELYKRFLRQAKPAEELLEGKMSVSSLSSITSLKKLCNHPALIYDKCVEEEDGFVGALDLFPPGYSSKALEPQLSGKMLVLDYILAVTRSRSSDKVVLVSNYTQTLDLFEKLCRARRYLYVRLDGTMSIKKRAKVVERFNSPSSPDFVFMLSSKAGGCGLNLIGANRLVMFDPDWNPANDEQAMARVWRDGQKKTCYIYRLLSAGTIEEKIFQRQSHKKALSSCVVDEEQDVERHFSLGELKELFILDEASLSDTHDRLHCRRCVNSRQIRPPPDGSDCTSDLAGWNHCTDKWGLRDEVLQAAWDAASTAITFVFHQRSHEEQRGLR
CFTR F508del cor: correctors of CFTR F508del function in bronchial epithelial cells | activity (quench increase), % at 7.58 µM | hit rate 0.36% among 350,000 | AID 720511 | CFBE cells, YFP halide quenching; stimulated with forskolin plus potentiator P3; % fluorescence drop versus neutral controls;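 active means mean added fluorescence quench of at least 8% versus neutral control, with both replicates also reaching 8%; inconclusive means only one of the mean or replicate conditions met; inactive means mean below 8% and not both replicates reaching 8%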;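 further: cells transiently co-express mutant CFTR-F508del with the halide-sensitive YFP; corrector assay measuring rescue of mutant channel to the surface after 24 h compound exposure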
RAD52 anneal inh: RAD52 (human) annealing inhibition; P43351; recombinant RAD52 DNA annealing, FRET fluorescence; inhibition, % at 18.7 µM; hit rate 0.46% among 360,000; AID 651710;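 active means every replicate showing at least 50% inhibition; inconclusive means mean inhibition at least 50% but not in every replicate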
INS-1E GSIS act: GLuc luminescence reporter in INS-1E cells, primary screen for activators of glucose-dependent secretion of insulin. INS-1E GLuc reporter insulin secretion, 2-3 h. activation, % at 16.6 µM. AID 743287. hit rate 0.61% among 370,000;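 active means lowest replicate activation of at least 40%, so every replicate reaches that level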;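 further: 0% = median of neutral control wells and 100% = median of IBMX positive control wells; some compounds called inactive have numbers as strong as hits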
* marks the source's active call; other numbers are inactive results; ? = inconclusive; / = not tested or not shown.

nr	Structure	E-selectin induc	DENV2 CPE rescue	RAD52 anneal inh	Casp6 inh	INS-1E GSIS act	XiGFP reactiv	CFTR F508del cor	RAD54 inh
1	CC(C)Sc1nnc(NC(=O)c2ccco2)s1	2.9	-3	-1	1	0	0.0	4.6	3
2	CCc1ccc(CN(Cc2cccnc2)C(=O)/C=C/c2ccc(OC)cc2)cc1	/	-6	-59	98*	-29	0.0	0.1	-25
3	CCOc1ccc(CN(C)C(=O)c2ccc(NC(=O)CC3SC(N4CCCC4)=NC3=O)cc2)cc1 (configuration not stated)	0.2	-2	-1	1	-2	-0.1	0.1	-3
4	COc1ccc([C@H]2C[C@H](O)[C@@H](n3cc(-c4ccc(F)cc4)nn3)CN2CC2CCCCC2)cc1	-0.9	-2	-5	-3	-8	0.8	-1.2	3
5	C[C@@H]1CN([C@@H](C)CO)C(=O)c2cc(NC(=O)C3CC3)ccc2O[C@@H]1CN(C)C(=O)Nc1ccc(C(F)(F)F)cc1	2.7	9	20	1	-24	-1.3	-0.3	6
6	Cc1cc(NC(=O)c2ccccc2[N+](=O)[O-])ccc1Br	/	0	-8	3	-4	0.8	-1.8	/
7	N#Cc1cc([N+](=O)[O-])ccc1NCCc1ccccn1	8.8	-3	-19	-2	13	0.0	0.4	/
8	CSc1ccccc1NC(=O)CN(C)Cc1cc(=O)n2ccsc2n1	11	7	-8	5	5	0.5	-1.9	/
9	Cc1ccc(OCC(=O)NC(C)c2ccc(Cl)c(Cl)c2)c([N+](=O)[O-])n1 (configuration not stated)	2.1	2	-15	2	27	0.3	1.2	-14
10	Cn1c(CCN2CCN(c3ccccn3)CC2)nc2cc(NS(=O)(=O)c3ccccc3)ccc21	/	1	-15	2	-2	0.0	-1.7	2
11	CCCNC(=O)[C@@H]1[C@@H](CO)[C@@H]2Cn3c(ccc(C4=CCCC4)c3=O)[C@@H]2N1Cc1ccccc1	-0.3	?	-31	2	-6	0.3	0.3	0
12	CN(CCCCOc1ccc(F)cc1)Cc1ccccc1	/	6	-5	-4	26	0.0	-0.1	-8
13	Cc1cccc(C(=O)Nc2cccc(C(=O)N/N=C/c3ccncc3)c2)c1	/	0	-21	-2	21	0.2	0.1	/
14	Cc1ccc(NC(=S)NCc2cccnc2)cc1	/	/	13	1	6	/	/	-10
15	O=C(N[C@@H](Cc1ccccc1)C(=O)OCc1ccccc1)c1nc[nH]c1C(=O)NCc1ccccc1	0.0	-7	-9	0	-4	-0.1	-0.8	4
16	C[C@@H]1CN([C@H](C)CO)C(=O)c2cc(/C=C/c3ccccc3)cnc2O[C@H]1CN(C)C(=O)C1CCC1	0.1	-1	-1	-3	-14	-1.3	-2.1	0
17	CCOC(=O)c1c([N+](=O)[O-])c(C)[nH]c(=O)c1C#N	-1.8	-1	-15	-7	-18	0.0	0.6	3
18	CCCNC(=O)COCc1cc(-c2ccc3c(c2)OCO3)on1	0.0	3	-4	1	1	0.1	-3.2	1
19	CCOC(=O)CNC(=O)/C(=C\c1ccc(F)cc1)NC(=O)c1ccccc1	0.9	-1	-15	-5	-4	0.0	1.1	/
20	CN(C)C(=O)c1cccc(-c2cnc3c(NC=O)cc(-c4ccc(N(C)C)cc4)cn23)c1	-0.1	-7	-120	1	8	-0.1	0.7	-18
21	CC(=O)c1ccc(-c2cnc3c(NC=O)cc(-c4ccccc4Oc4ccccc4)cn23)cc1	-0.2	-10	-20	-5	2	0.1	2.2	-2
22	CS(=O)(=O)c1ccc(Cl)c(NC(=O)CN2C(=O)C3CCCCC3C2=O)c1 (configuration not stated)	-0.1	-1	-13	-3	19	0.0	-3.6	0
23	O=[N+]([O-])c1cc(S(=O)(=O)N2CCCCC2)ccc1NCCN1CCOCC1	0.2	?	-6	-4	-8	0.0	2.6	/
24	N#CC(OC(=O)c1ccccc1)c1ccccc1 (configuration not stated)	/	-9	-18	-1	9	/	-1.0	-3
25	C[C@@H]1CN([C@H](C)CO)C(=O)Cc2cc(NC(=O)Nc3cccc4ccccc34)ccc2O[C@H]1CN(C)Cc1ccc(Cl)c(Cl)c1	-1.5	-6	9	-2	1	0.0	4.4	-5
26	COc1ccc(NC(=O)Nc2cccc3c2O[C@@H](CN(C)S(=O)(=O)c2cn(C)cn2)[C@@H](C)CN([C@@H](C)CO)C3=O)cc1	/	-4	2	-2	-7	0.3	-0.4	5
27	O=[N+]([O-])c1ccc2c(c1)C(N1CCN(CCO)CC1)Cc1ccc(F)cc1S2 (configuration not stated)	0.0	16	3	2	/	-0.1	3.9	10
28	O=C(Nc1ccccc1F)N1CCCCN2[C@H](CO)[C@@H](c3ccc(C4=CCCCC4)cc3)[C@H]2C1	/	3	56*	-2	/	/	0.9	-11
29	C[C@@H]1CN([C@H](C)CO)C(=O)c2ccccc2-c2ccccc2CO[C@@H]1CN(C)S(=O)(=O)c1ccccc1	-0.1	3	4	1	-18	0.2	-1.9	4
30	COc1ccc(NC(=O)c2cc(C)n(Cc3cccs3)c2C)cc1	-0.1	-1	-25	-2	-17	0.4	-1.0	-9
31	CC1(c2ccccc2Cl)NC(=O)N(CC(=O)Nc2cccnc2Cl)C1=O (configuration not stated)	/	-3	-15	3	16	0.4	-3.9	-5
32	C[C@@H]1CN([C@H](C)CO)C(=O)c2cc(C#Cc3ccccc3)cnc2O[C@@H]1CN(C)S(=O)(=O)c1ccccc1F	0.2	?	-1	-3	-15	-1.0	2.5	-11
33	COCCCNC(=O)c1ccc2sc([C@@H]3O[C@H](CO)[C@H](O)[C@H](O)[C@H]3O)nc2c1	-0.1	0	-11	0	13	0.0	-1.8	8
34	COc1cccc2[nH]c3c(=O)[nH]cnc3c12	-0.2	7	-13	-2	8	0.0	1.1	-4
35	CCOC(=O)c1nn(-c2ccc(F)cc2)c(=O)c(C#N)c1C	/	9	-25	1	8	0.0	-2.1	4
36	COc1ccc(Cl)cc1S(=O)(=O)N(C)CC(=O)NCc1ccccn1	/	10	9	-1	14	0.0	0.4	7
37	CCOC(=O)C(C#N)C(=N)C1C(=O)OC2CCCCC21 (configuration not stated)	0.7	-5	-4	-2	-5	0.2	0.2	/
38	COc1cccc(C(O)c2ncc(-c3ccccc3OC)[nH]2)c1 (configuration not stated)	-0.2	15	-8	0	/	0.1	-0.8	-3
39	Cc1ccc(S(=O)(=O)Nc2cc(=O)[nH]c(SCc3ccc(Cl)cc3)n2)cc1	1.1	3	-4	1	18	0.3	/	-7
40	Cc1ccc(CNC(=O)C2CCN(S(=O)(=O)N3CC(C)CC(C)C3)CC2)cc1 (configuration not stated)	/	4	-8	-1	16	0.0	-2.1	-15
41	Cc1nn(C)c(C)c1S(=O)(=O)N1CCCC(C(=O)NCC2COc3ccccc3O2)C1 (configuration not stated)	/	2	-7	-5	-6	-0.1	-1.6	3
42	Cc1ccc(NS(=O)(=O)c2ccc(OCC(=O)NCc3cccnc3)cc2)cc1	/	/	-12	-8	-5	-0.1	1.6	1
43	Cc1ccccc1NC(=O)c1cc2c(C)nc3ccccc3c2o1	/	/	-40	-2	1	0.0	-1.8	-1
44	CC(C)Oc1ccc(CC(=O)NNC(=S)Nc2ccc(Br)cc2)cc1	/	0	-7	-1	1	0.0	3.5	2
45	Cn1ccc(NC(=O)Nc2cccc([N+](=O)[O-])c2)n1	/	14	-2	3	-20	0.1	2.5	6
46	CC(C)CC#Cc1ccc2c(c1)O[C@H](CN(C)C(=O)C1CCC1)[C@@H](C)CN([C@@H](C)CO)S2(=O)=O	5.8	-13	4	3	-17	0.0	2.8	-14
47	COc1cccc(CC2(CO)CCN(S(=O)(=O)N(C)C)CC2)c1	/	-4	-8	1	14	0.1	1.1	/
48	O=C(NCc1cccs1)C1CCN(S(=O)(=O)c2cccc([N+](=O)[O-])c2)CC1	/	19	-6	2	4	0.4	-1.7	1

Screen by screen, quoted from above.
Nos. 41–48 in RAD52 anneal inh: -7, -12, -40, -7, -2, 4, -8, -6
Nos. 41–48 in Casp6 inh: -5, -8, -2, -1, 3, 3, 1, 2
Nos. 41–48 in DENV2 CPE rescue: 2, /, /, 0, 14, -13, -4, 19

Back to the main list; the 3 compounds before the break are reprinted first.
nr	Structure	E-selectin induc	DENV2 CPE rescue	RAD52 anneal inh	Casp6 inh	INS-1E GSIS act	XiGFP reactiv	CFTR F508del cor	RAD54 inh
46	CC(C)CC#Cc1ccc2c(c1)O[C@H](CN(C)C(=O)C1CCC1)[C@@H](C)CN([C@@H](C)CO)S2(=O)=O	5.8	-13	4	3	-17	0.0	2.8	-14
47	COc1cccc(CC2(CO)CCN(S(=O)(=O)N(C)C)CC2)c1	/	-4	-8	1	14	0.1	1.1	/
48	O=C(NCc1cccs1)C1CCN(S(=O)(=O)c2cccc([N+](=O)[O-])c2)CC1	/	19	-6	2	4	0.4	-1.7	1
49	O=C(C[C@@H]1CC[C@H]2[C@@H](COC[C@@H](O)CN2S(=O)(=O)c2ccccc2)O1)N1CCOCC1	0.0	-2	4	1	4	0.3	-1.2	-14
50	O=C(NC1CCCCC1)c1ccc2snnc2c1	0.1	-2	-1	0	15	0.2	1.3	-1
51	CCCCOc1cccc(C2/C(=C(/O)c3ccc4c(c3)CC(C)O4)C(=O)C(=O)N2CCN2CCOCC2)c1 (configuration not stated)	/	19	-7	-1	-3	0.1	-1.1	-5
52	Cc1ccc(S(=O)(=O)N(C)C[C@@H]2OCCCC[C@H](C)Oc3ccc(NC(=O)CCCCCC(=O)Nc4ccccc4N)cc3C(=O)N([C@H](C)CO)C[C@@H]2C)cc1	0.2	15	-37	-1	-1	-0.1	-3.8	1
53	COCCNC(=O)C1C(=O)Nc2ccccc2C(=O)N1Cc1ccccc1 (configuration not stated)	0.1	8	-11	-1	16	-0.1	1.0	/
54	O=C1CCCCc2cc(O)c(O)cc21	-0.2	-9	-9	2	6	0.1	-0.3	/
55	Nc1ccn([C@@H]2O[C@H](C(=O)NCCc3ccc(F)cc3)[C@@H](O)[C@H]2O)c(=O)n1	0.0	87*	-2	-2	7	0.2	-0.9	4
56	CCN(C(=O)c1cc2c(=O)[nH]c3ccc(C)cc3c2s1)c1cccc(C)c1	/	-3	-1	-1	/	-0.1	0.0	3
57	CC(=O)Nc1ccc(OCC(=O)N(CC(C)C)C2CCS(=O)(=O)C2)cc1 (configuration not stated)	/	0	-11	-2	2	0.5	-1.3	/
58	O=C(Nc1ccc2c(c1)[C@@H]1C[C@H](CC(=O)N3CCOCC3)O[C@H](CO)[C@@H]1O2)NC1CCCC1	-0.4	2	2	0	12	0.0	1.0	6
59	CCOc1ccc(Oc2ccccc2NS(=O)(=O)c2ccc(CCC(=O)O)cc2)cc1	-0.6	-1	-19	15	-54	0.2	-1.1	-7
